Screening results as filed in PubChem BioAssay.
AMPAR-TARP mod: modulators of GluA2-stargazin AMPA receptor complexes, primary screen, cell-based, membrane potential dye; calls only at 30 µM; Voltage-dependent calcium channel gamma-2 subunit (Mus musculus) + Glutamate receptor 2 …; HEK293 GluA2+stargazin, membrane potential dye (FDSS), glutamate EC50; hits were called plate by plate, in both directions; 40,000 compounds, 3.5% hits;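 active = any of four per-well response measures lying three or more SD from its plate-wide compound average, in either direction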
Target sequence (O88602 whole entry, looked up): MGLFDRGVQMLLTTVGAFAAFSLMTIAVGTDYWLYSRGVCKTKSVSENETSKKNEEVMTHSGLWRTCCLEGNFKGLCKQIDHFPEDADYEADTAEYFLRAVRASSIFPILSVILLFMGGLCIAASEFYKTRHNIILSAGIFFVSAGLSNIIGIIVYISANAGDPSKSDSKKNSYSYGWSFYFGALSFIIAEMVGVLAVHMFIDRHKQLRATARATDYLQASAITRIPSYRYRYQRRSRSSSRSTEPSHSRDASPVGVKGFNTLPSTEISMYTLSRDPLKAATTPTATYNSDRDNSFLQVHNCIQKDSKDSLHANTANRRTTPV
Target sequence (P19491 whole entry, looked up): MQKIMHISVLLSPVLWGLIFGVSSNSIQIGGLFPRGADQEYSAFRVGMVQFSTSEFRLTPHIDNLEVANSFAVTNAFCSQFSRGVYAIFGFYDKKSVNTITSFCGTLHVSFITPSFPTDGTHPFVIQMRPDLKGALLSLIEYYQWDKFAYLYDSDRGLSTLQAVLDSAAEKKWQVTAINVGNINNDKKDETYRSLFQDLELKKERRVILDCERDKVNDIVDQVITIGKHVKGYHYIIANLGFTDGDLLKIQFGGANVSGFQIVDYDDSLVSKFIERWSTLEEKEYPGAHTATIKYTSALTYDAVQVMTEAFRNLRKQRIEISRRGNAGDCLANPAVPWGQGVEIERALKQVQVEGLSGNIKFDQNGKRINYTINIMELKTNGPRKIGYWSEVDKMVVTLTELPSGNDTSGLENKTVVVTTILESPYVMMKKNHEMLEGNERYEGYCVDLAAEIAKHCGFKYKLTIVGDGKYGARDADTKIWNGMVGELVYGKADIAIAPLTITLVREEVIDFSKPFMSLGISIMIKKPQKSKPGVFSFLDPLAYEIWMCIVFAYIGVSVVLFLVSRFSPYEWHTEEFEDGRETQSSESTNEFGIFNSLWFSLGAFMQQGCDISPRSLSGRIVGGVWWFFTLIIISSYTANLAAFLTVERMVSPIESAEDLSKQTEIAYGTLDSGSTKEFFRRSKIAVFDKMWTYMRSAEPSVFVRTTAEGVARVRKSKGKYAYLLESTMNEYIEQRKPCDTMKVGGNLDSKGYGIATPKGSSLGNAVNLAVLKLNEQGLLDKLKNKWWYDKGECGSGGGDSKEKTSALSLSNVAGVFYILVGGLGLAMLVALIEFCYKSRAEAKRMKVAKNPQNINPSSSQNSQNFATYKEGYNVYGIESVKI
AMPAR-TARP mod agonism max-min: second read-out of AMPAR-TARP mod, no call of its own (marks repeat the call); compound max-min signal; compound-alone response (agonism);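 unitless range of fluorescence divided by baseline over first 100 seconds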
AMPAR-TARP mod glutamate slope: also measured in AMPAR-TARP mod; calls as there; glutamate slope, % of max; measured here: glutamate response slope, % max;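 scaled per plate between vehicle wells and maximal 1 mM glutamate control wells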
Numbers without * were called inactive; i = inactive; + = active, no number; & = joins results of further samples. Not all compounds are listed; rates above refer to the full screens.

nr | AMPAR-TARP mod | AMPAR-TARP mod agonism max-min | AMPAR-TARP mod glutamate slope | compound
1 | i | 0.089 | 85 | NC(=O)C1CCN(C(=O)c2ccc3c(c2)[nH]c(=S)n2c4ccccc4nc32)CC1
2 | i | 0.07 | 36 | Cc1cc(C)c(S(=O)(=O)Nc2ccc(CC(=O)N3CCC(O)CC3)cc2)c(C)c1
3 | i | 0.076 | 58 | CCc1nnc(-c2ccc(NC(=O)C3CC(=O)N(c4ccc(C)c(C)c4)C3)cc2)o1 (centres undefined)
4 | i | 0.091 | 58 | COc1cccc(C(=O)Nc2ccc3c(c2)CCC(=O)N3C)c1
5 | i | 0.051 | 56 | Cc1cc([N+](=O)[O-])ccc1NC(=O)C(=O)NCC(c1ccc(F)cc1)N(C)C (centres undefined)
6 | i | 0.026 | 58 | Cc1ccc2nc(N(CCN3CCOCC3)C(=O)C3CCCCC3)sc2c1
7 | i | 0.038 | 21 | Cc1ccc(S(=O)(=O)c2ccc(C(=O)N3CCC(C)CC3)cn2)cc1C
8 | i | 0.09 | 63 | Cc1ccc(Cl)cc1N1CCN(C(=O)c2snc(C(=O)N3CCCC3)c2N)CC1
9 | i | 0.057 | 49 | CN(C1CCCC1)S(=O)(=O)c1ccc(C(=O)Nc2ccc3sccc3c2)cc1
10 | i | 0.06 | 28 | CC(C)(CO)NC(=O)Cc1ccc(NS(=O)(=O)c2ccccc2Br)cc1
11 | i | 0.05 | 29 | O=C(c1ccc2c(c1)OCO2)N1CCC2(CC1)NC(=O)N(CCc1ccccc1)C2=O
12 | i | 0.1 | 55 | CN1CCN(n2c3c(c(SCc4ccc([N+](=O)[O-])cc4)nc2=O)CCC3)CC1
13 | i | 0.06 | 45 | CC(C)(C)c1ccc(OCC(=O)Nc2ccc(CC(N)=O)cc2)cc1
14 | i | 0.13 | 50 | CCCc1cc(N2CCN(CCO)CC2)n2nc(C)c(-c3ccccc3)c2n1
15 | i | 0.075 | 60 | O=C(Cc1cccs1)N1CCN(c2ncnc3c2nnn3Cc2ccccc2)CC1
16 | i | 0.097 | 59 | COc1cc(/C=C2\SC(=S)N(c3ccccc3F)C2=O)cc(OC)c1OC
17 | i | 0.097 | 74 | COc1ccccc1NC(=O)C(=O)NCCC1CCCCN1S(=O)(=O)c1ccccc1 (centres undefined)
18 | i | 0.059 | 75 | O=C(NCc1cccs1)C(=O)N1CCC(Cc2ccccc2)CC1
19 | i | 0.087 | 58 | Cc1ccc(-n2nnc(C(=O)Nc3cccc(F)c3)c2C)cc1F
20 | i | 0.036 | 48 | O=C1CCCC2=C1C(c1cccc(F)c1)c1c([nH]c(=S)[nH]c1=O)N2 (centres undefined)
21 | i | 0.072 | 55 | CCOc1ccc(-n2ccnc(SCC(=O)c3ccc(OC)cc3)c2=O)cc1
22 | i | 0.046 | 50 | COc1ccccc1N1CCCn2c1nc1c2c(=O)n(CC(N)=O)c(=O)n1C
23 | i | 0.069 | 59 | CCOc1ccc(C(=O)NCC#CCN2CCc3ccccc3C2)cc1OCC
24 | i | 0.036 | 55 | CC(C)(C)OC(=O)N1CCN(Cc2csc(N)n2)CC1
25 | i | 0.077 | 64 | COc1ccc(-n2c(C)cn3c4c(=O)n(CC(N)=O)c(=O)n(C)c4nc23)c(OC)c1
26 | i | 0.11 | 50 | Cc1cccc(C(=O)N2c3ccccc3NC(=O)CC2C)c1 (centres undefined)
27 | i | 0.053 | 33 | COc1ccc(S(=O)(=O)N2CCC3(CC2)NC(=O)N(C)C3=O)c(OC)c1OC
28 | i | 0.1 | 39 | CCCOC(=O)CC1C(=O)NCCN1C(=S)NC(=O)c1cccc(Cl)c1 (centres undefined)
29 | i | 0.043 | 43 | Cc1cn2c3c(=O)n(CC(N)=O)c(=O)n(C)c3nc2n1-c1cccc(Cl)c1
30 | i | 0.11 | 76 | CCOC(=O)N1CCc2c(sc(NC(=O)c3ccccc3OC)c2-c2nc3ccccc3s2)C1
31 | i | 0.045 | 32 | COC(=O)C12CC3CC(CC(N)(C3)C1)C2
32 | i | 0.17 | 61 | O=C(Nc1ccc2c(c1)N(C(=O)c1ccco1)CC2)c1ccc(F)c(F)c1
33 | i | 0.12 | 73 | CCCCN(C)C(=O)c1cc2c(=O)n3cc(C)ccc3nc2n1C
34 | i | 0.046 | 65 | CC1(C)C2CCC1(C)C(NC(=O)CCC(=O)O)C2 (centres undefined)
35 | i | 0.1 | 45 | COc1ccccc1NC(=O)C(=O)NCCN1CCC(c2cccs2)CC1
36 | + | 0.31* | 31* | CN1C=CC=C/C1=C(/C#N)c1nc(-c2ccccc2)cs1
37 | i | 0.13 | 67 | O=C(NCc1nc(-c2ccccc2)no1)c1csc(-c2cnccn2)n1
38 | + | 0.11* | 51* | COc1ccc(C2(CNC(=O)C3CCN(S(C)(=O)=O)CC3)CCCC2)cc1
39 | + | 0.028* | 21* | CCc1ccc(OCC(=O)NCCC2=CCCCC2)cc1
40 | i | 0.11 | 65 | Cc1cccc(C(=O)N=C2SC3CS(=O)(=O)CC3N2c2ccc(F)cc2)c1 (centres undefined)
41 | i | 0.18 | 50 | CCCCOC(=O)c1ccc(NC(=O)c2snnc2CC)cc1
42 | i | 0.11 | 56 | O=C(Cc1ccc([N+](=O)[O-])cc1)NCCOc1ccc(F)cc1
43 | i | 0.12 | 54 | COc1ccc(C)c2sc(N(CCN3CCOCC3)C(=O)CSc3ccccc3)nc12
44 | i | 0.12 | 53 | O=C(Nc1cc(-c2ccco2)nn1-c1nc(-c2ccccc2)cc(=O)[nH]1)c1ccco1
45 | i | 0.078 | 61 | COc1ccccc1NC(=O)Nc1cccc(-c2ccc(N3CCN(C)CC3)nn2)c1
46 | i | 0.074 | 32 | O=c1cc(-c2cc(Br)cc3c2OCOC3)oc2ccc(Cl)cc12
47 | i | 0.072 | 58 | COc1ccc(S(=O)(=O)NCC(c2ccc(F)cc2)N2CCN(C)CC2)cc1OC (centres undefined)
48 | i | 0.071&0.052 | 52&112 | Cc1ccc(Cl)cc1-n1nnnc1SCC(=O)N1CCOCC1
49 | i | 0.07 | 42 | COc1cc(N2C(=O)CCC2=O)ccc1NC(=O)Cc1ccccc1
50 | i | 0.051 | 49 | O=[N+]([O-])c1cccc(C(=S)N2CCCC2)c1
51 | i | 0.08 | 64 | COc1cccc(-n2nnc3c(N4CCN(C(=O)c5ccc([N+](=O)[O-])o5)CC4)ncnc32)c1
52 | i | 0.082 | 45 | COc1ccc(NC(=O)CN2CCN(C3c4ccccc4-c4ccccc43)CC2)cc1Cl
53 | i | 0.11 | 41 | Cc1cc(C(=O)Nc2nnc(-c3cc(Cl)ccc3Cl)o2)on1
54 | i | 0.076 | 61 | COc1ccc(CCNC(=O)C(=O)NCC2OCCCN2S(=O)(=O)c2ccccc2)cc1 (centres undefined)
55 | i | 0.052 | 58 | O=C(NCCc1ccccc1)C(=O)NCC1CCN(Cc2ccco2)CC1
56 | i | 0.097 | 37 | CS(=O)(=O)N1CCCC(C(=O)Nc2sccc2-c2nc3ccccc3s2)C1 (centres undefined)
57 | i | 0.096 | 53 | Cc1ccc(S(=O)(=O)N2CCC(c3nc(-c4ccccc4Cl)no3)CC2)cc1
58 | i | 0.079 | 77 | CCOC(=O)N1CCc2nc(NC(=O)CCCSc3ccc(C)cc3)sc2C1
59 | i | 0.11 | 54 | Cc1ccc(S(=O)(=O)N(C)c2cc(S(=O)(=O)NCc3ccccc3)c(C)cc2C)cc1
60 | i | 0.082 | 52 | O=S(=O)(Nc1ccc(Nc2cc(-n3ccnc3)ncn2)cc1)c1ccc2ccccc2c1

Following part
nr | AMPAR-TARP mod | AMPAR-TARP mod agonism max-min | AMPAR-TARP mod glutamate slope | compound
61 | i | 0.11 | 4 | COc1cccc(OC)c1C(=O)Nc1ccc([N+](=O)[O-])cn1
62 | i | 0.06 | 97 | COc1ccccc1OCC(=O)Nc1nonc1-c1ccccc1
63 | i | 0.086 | 65 | CC(=O)c1ccc(N2CCN(S(=O)(=O)CCCOc3ccc(F)cc3)CC2)cc1
64 | i | 0.11 | 62 | COc1ccc(S(=O)(=O)Nc2ccc(CC(=O)N3CCCC3)cc2)cc1F
65 | i | 0.056 | 35 | O=C(c1cccnc1)N1CCN(CCN2C(=O)C3C4C=CC(C4)C3C2=O)CC1 (centres undefined)
66 | i | 0.4 | 32 | O=S(=O)(c1cccc(Cl)c1)N1CCN(c2ccc(Nc3ccncc3)nn2)CC1
67 | i | 0.095 | 69 | C=CCNC(=O)Nc1nc(CSCC(=O)Nc2ccc(OC)cc2)cs1
68 | i | 0.091 | 79 | COc1cc(C(=O)NCC2CCCN2S(=O)(=O)c2ccc(C)cc2)cc(OC)c1OC (centres undefined)
69 | i | 0.099 | 61 | COc1ccccc1NC(=O)N1CCC(CNC(=O)C(=O)Nc2ccc(C)c(Cl)c2)CC1
70 | i | 0.065 | 45 | Cc1cc(CN2CCC(CNC(=O)C(=O)Nc3cccc(C(F)(F)F)c3)CC2)c(C)o1
71 | i | 0.11 | 43 | Cn1cnc2cc(OC(=O)c3cccc4ccccc34)ccc21
72 | i | 0.14 | 64 | COc1ccc(SCCC(=O)Nc2nc3cc4c(cc3s2)OCCO4)cc1
73 | i | 0.12 | 36 | Cc1ccc(S(=O)(=O)N2CC(C)C(=O)Nc3ccccc32)cc1 (centres undefined)
74 | i | 0.099 | 56 | O=C(Nc1ncc(Cc2ccccc2)s1)C1CCCCC1
75 | + | 0.1* | 21* | COc1ccc(S(=O)(=O)Nc2nc(C(=O)Nc3ccc(C(C)C)cc3)cs2)cc1
76 | i | 0.045 | 34 | COc1ccc(NC(=O)Cc2csc(NC(=O)c3ccc[nH]c3=O)n2)cc1Cl
77 | i | 0.12 | 61 | COc1coc(C(=O)N2CCN(c3ccccc3Cl)CC2)cc1=O
78 | i | 0.11 | 68 | CC(=O)N1CCN(c2ccnc3c2c(=O)n(CC(=O)c2ccc(Cl)cc2)c(=O)n3C)CC1
79 | i | 0.095 | 79 | S=c1nc(NCc2ccc(Cl)c(Cl)c2)c2ccccc2[nH]1
80 | i | 0.14 | 83 | O=C(NCC(O)Cc1ccccc1)c1cccc2ccccc12 (centres undefined)
81 | i | 0.14 | 65 | COc1cccc(C(=O)Nc2ccc3c(c2)CCCN3C(=O)c2ccccc2)c1
82 | i | 0.12 | 54 | COc1ccc(-c2c(NC(=O)c3ccco3)n(-c3ccccc3)nc(C)c2=O)cc1
83 | i | 0.14 | 51 | CC(C)(C)C(=O)N1CCN(c2ccc(Nc3ccccn3)nn2)CC1
84 | i | 0.11 | 72 | CC(=O)Nc1cccc(NC(=O)C(=O)NCc2ccco2)c1
85 | i | 0.12 | 64 | CCOC(=O)C1=C(C)NC(=O)NC1c1ccc(OC)cc1 (centres undefined)
86 | i | 0.068 | 79 | O=C(Cc1ccc([N+](=O)[O-])cc1)Nn1cnc2c(cnn2-c2ccccc2)c1=O
87 | i | 0.03 | 55 | COC(=O)c1ccccc1NC(=O)CS(=O)(=O)c1cccs1
88 | i | 0.1 | 67 | CCOC(=O)c1cn[nH]c1S(=O)(=O)NCc1ccccn1
89 | i | 0.079 | 56 | COc1ccc(N2C(=O)/C(=C/c3cc(OC)c(OC)c(OC)c3)SC2=S)cc1
90 | i | 0.096 | 65 | CCSc1nnc(NC(=O)CCc2csc(NC(=O)c3cccs3)n2)s1
91 | i | 0.037 | 22 | CCOc1ccc(NC(=O)N2CCN(c3ccc4nncn4n3)CC2)cc1
92 | i | 0.09 | 57 | COc1ccccc1NC(=O)Cn1cnc2c(nnn2C)c1=O
93 | i | 0.046 | 58 | O=S(=O)(NCC1CCN(Cc2ccco2)CC1)c1cccc(F)c1
94 | i | 0.094&0.045 | 49&93 | O=c1c2sccc2n(Cc2nc(-c3ccc(F)cc3)no2)c(=O)n1Cc1ccc(F)cc1
95 | i | 0.043 | 64 | Cc1ccc(NC(=O)C(=O)NCc2ccc3c(c2)OCO3)cc1N1CCCC1=O
96 | i | 0.071 | 57 | COc1ccc2c(c1OC)C(=O)OC2Nc1ccc(CC(=O)O)cc1 (centres undefined)
97 | + | 0.072* | 127* | COc1ccc(OC)c(-c2ccc(=O)n(Cc3cccc4ccccc34)n2)c1
98 | i | 0.073 | 67 | O=c1ccc(-c2ccco2)nn1CCCNS(=O)(=O)/C=C/c1ccccc1
99 | i | 0.057 | 66 | CCN(CC)CC(O)COC1CC2CCC1(C)C2(C)C (centres undefined)
100 | i | 0.085 | 48 | CCOC(=O)N1CCc2nc(NC(C)=O)sc2C1
101 | i | 0.08 | 43 | COc1cc(C2c3cccn3CCN2S(=O)(=O)c2ccc(F)cc2)cc(OC)c1OC (centres undefined)
102 | i | 0.051 | 59 | CCS(=O)(=O)Nc1ccc(N2CCCCC2=O)c(OC)c1
103 | i | 0.11 | 68 | COc1cc(S(=O)(=O)NCc2ccccn2)ccc1Br
104 | i | 0.049 | 58 | O=C(NCc1ccccc1)C(=O)NCC1CCN(Cc2ccccc2)CC1
105 | i | 0.079 | 53 | CCCNC(=O)COc1coc(CN2CCN(c3ccccc3F)CC2)cc1=O
106 | i | 0.084 | 54 | CCOc1ccc(S(=O)(=O)NCC2CCN(S(=O)(=O)C3CC3)CC2)cc1F
107 | i | 0.095 | 61 | COc1cccc(C(=O)Nc2ccc(N3CCCC3=O)c(C)c2)c1OC
108 | i | 0.11 | 58 | CCCc1cc(N2CCN(CC)CC2)n2nc(C)c(-c3ccccc3)c2n1
109 | i | 0.13 | 65 | COc1ccc(C)cc1S(=O)(=O)Nc1ccc2c(c1)CCCN2S(C)(=O)=O
